# Rab7 wt GTP bind: alters GTP binding to wildtype dog Rab7. GTP binding activity (percent of control), % at 10 µM. hit rate 0.055% among 190,000. GST-Rab7 beads, fluorescent GTP binding, flow cytometry; actives lie on both sides; untreated = 100%, excess cold GTP = 0%. AID 758;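 active = fluorescent GTP binding to Rab7 beads changed by at least 20 points from the 100% baseline, either direction, mostly lower; inconclusive = compound itself probably fluorescent, or too few beads counted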;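 also: median green fluorescence of bound Bodipy-FL-GTP per Rab7 bead population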
# Pf gametocyte: inhibitors of late stage P. falciparum gametocyte viability. P. falciparum stage V gametocytes, ATP luminescence, 24 h. inhibition, % at 10.9 µM. hit rate 0.065% among 150,000. AID 743093;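 active = inhibition above the mean plus 3 SD of compounds within the control limits, set per campaign, cut at about 38% in these data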;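 also: 0% = DMSO wells and 100% = medium only without gametocytes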
# Mcl1-Noxa inh: Mcl-1/Noxa interaction inhibition | Q07820 | hit rate 1.5% among 220,000 | inhibition, % at 21.7 µM | TR-FRET Mcl-1/Noxa peptide binding, 2 h;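 active = compounds that cut the protein-peptide binding signal by more than 50% relative to plate controls in a single-dose test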;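 also: His-tagged Mcl-1 with rhodamine Noxa BH3 peptide and terbium anti-His antibody; 0% = Mcl-1 plus Noxa peptide wells and 100% = peptide-only wells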
# Target sequence (Q07820 whole entry, looked up): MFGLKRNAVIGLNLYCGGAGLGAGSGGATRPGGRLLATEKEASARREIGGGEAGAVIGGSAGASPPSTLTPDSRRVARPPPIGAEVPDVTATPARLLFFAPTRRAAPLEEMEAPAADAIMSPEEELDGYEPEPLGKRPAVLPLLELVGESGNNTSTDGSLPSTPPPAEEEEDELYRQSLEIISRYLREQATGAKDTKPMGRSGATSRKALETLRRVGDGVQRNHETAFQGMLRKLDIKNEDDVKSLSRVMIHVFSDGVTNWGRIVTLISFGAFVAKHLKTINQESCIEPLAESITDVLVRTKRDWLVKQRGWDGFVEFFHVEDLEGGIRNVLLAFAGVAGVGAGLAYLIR
# HRas wt GTP: human HRas wildtype GTP binding, change in either direction. P01112. GST-Ras wt beads, Bodipy-FL-GTP binding, flow cytometry; actives lie on both sides. GTP binding activity, % at 10 µM. hit rate 0.14% among 190,000;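 active = GTP binding activity at least 20% away from the 100% baseline, either lowered as inhibitor or raised as activator; inconclusive = flagged as likely green fluorescent, judged across all proteins in the well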;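 also: 0% = unlabeled GTP competition control and 100% = no-compound control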
# Rac1 act GTP bind: alters GTP binding to activated mutant human Rac1; P63000; GST-Rac1 activated beads, fluorescent GTP binding, flow cytometry; actives lie on both sides; 100% means binding = to untreated wells; percent activity (GTP binding), % at 10 µM; hit rate 0.11% among 190,000; AID 764;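 active = GTP binding at least 20 percentage points away from the 100% baseline, in either direction, so actives lie on both sides; inconclusive = Compound likely fluorescent itself, or too few beads counted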
# Avidin fluor: avidin bead compound fluorescence profile. hit rate 0.38% among 220,000. Avidin beads, compound fluorescence 488/530 nm, flow cytometry; hits give high values. AID 1775. fluorescence (KMESF) at 10 µM; in the data active = fluorescence above about 47; also: inactives centre near 10
# Rac1 wt GTP bind: alters GTP binding to wildtype human Rac1; GTP binding activity (% of control), % at 10 µM; GST-Rac1 beads, fluorescent GTP binding, flow cytometry; actives lie on both sides; 0 = cold GTP competed, 100 = untreated; hit rate 0.27% among 190,000;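 active = GTP binding activity at least 20 points away from the 100% control level, either lower or higher; inconclusive = compound flagged as likely green fluorescent, judged across all proteins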
# ABCB1 inh: blocks JC-1 efflux by human ABCB1 transporter | AID 1326 | CCRF-Adr cells, flow cytometry | hit rate 0.067% among 190,000 | P08183 | inhibition, % at 6.6 µM; in the data active = inhibition above about 40%;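 also: 0% = vehicle and 100% = reference inhibitor; higher value means more JC-1 retained so stronger ABCB1 efflux block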
# Rab2 wt GTP: changes GTP binding to wildtype dog Rab2A, up or down. GST-Rab2 wt beads, Bodipy-GTP binding, flow cytometry. GTP binding activity, % at 10 µM. P61105. AID 760. hit rate 0.19% among 190,000;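 active = GTP binding activity at least 20 points away from 100%, either lowered or raised; inconclusive = signal likely due to the compound's own green fluorescence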;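 also: 0% = beads with excess unlabeled GTP and 100% = no-compound control corrected for plate trend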
# Cdc42 wt: human Cdc42 wildtype GTP binding change, either direction; hit rate 0.2% among 190,000; percent activity (GTP binding), % at 10 µM; P60953; AID 761; GST-Cdc42 beads, Bodipy-GTP binding, flow cytometry; actives lie on both sides;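 active = percent activity GTP binding at least 20 points away from the 100% baseline, either down as inhibitor or up as activator; inconclusive = compound flagged as likely green fluorescent from well-wide comparison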;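 also: median bead fluorescence of bound Bodipy-FL-GTP at 100 nM; 0% = excess unlabeled GTP control and 100% = no compound control; below 100% means less GTP binding so inhibitor and above means activator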
# ABCG2 inh: human ABCG2 inhibition, ABCB1 as counter-screen | IgMXP3 cells, JC-1 efflux, flow cytometry | inhibition, % at 6.6 µM | hit rate 0.1% among 190,000;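 active = inhibition above 80%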;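 also: 0% = DMSO and 100% = nicardipine control wells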
# Target sequence (Q9UNQ0 whole entry, looked up): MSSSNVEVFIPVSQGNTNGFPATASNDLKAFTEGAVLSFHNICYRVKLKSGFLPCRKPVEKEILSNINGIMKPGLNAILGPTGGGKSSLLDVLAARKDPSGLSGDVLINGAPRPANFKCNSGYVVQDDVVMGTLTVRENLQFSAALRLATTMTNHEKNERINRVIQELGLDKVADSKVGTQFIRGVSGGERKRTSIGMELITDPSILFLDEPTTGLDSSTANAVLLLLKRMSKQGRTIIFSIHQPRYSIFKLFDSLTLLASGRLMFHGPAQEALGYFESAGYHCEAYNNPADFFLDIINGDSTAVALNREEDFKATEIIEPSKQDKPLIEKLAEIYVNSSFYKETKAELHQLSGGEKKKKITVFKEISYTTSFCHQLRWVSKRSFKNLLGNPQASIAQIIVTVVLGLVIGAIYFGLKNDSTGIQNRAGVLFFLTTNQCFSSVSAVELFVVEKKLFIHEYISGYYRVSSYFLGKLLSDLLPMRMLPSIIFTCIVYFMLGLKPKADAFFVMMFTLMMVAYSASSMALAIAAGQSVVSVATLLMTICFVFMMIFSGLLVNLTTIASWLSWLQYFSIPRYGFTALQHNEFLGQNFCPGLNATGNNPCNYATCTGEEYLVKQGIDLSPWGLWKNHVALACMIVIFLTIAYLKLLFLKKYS
#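 Test system: IgMXP3 (ABCG2) plus far-red-tagged CCRF-Adr (ABCB1) cells / Amount: 3 million cells/mL in well / Reagent: JC-1 transporter substrate / Timing: 10 min compound exposure, 25 °C / Signal: flow cytometry, 530 nm JC-1 signal / Read-out: percent efflux inhibition, scaled nicardipine 100% to DMSO 0% / Benchmarks: nicardipine as high control, DMSO as low control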
# Starred values were filed as active, the others as inactive; ? = inconclusive; . = no result given; & = joins results of further samples.
SMILES,Rab7 wt GTP bind,Pf gametocyte,Mcl1-Noxa inh,HRas wt GTP,Rac1 act GTP bind,Avidin fluor,Rac1 wt GTP bind,ABCB1 inh,Rab2 wt GTP,Cdc42 wt,ABCG2 inh
COc1cc(/C=N/NC(=O)Cc2csc(N3CCOCC3)n2)cc(OC)c1O,103,.,58*,96,95,12,100,0.1,96,95,1
O=C(CCOc1ccccc1)Nc1ccc([N+](=O)[O-])cc1,94,12,0,99,99,26,105,1.2,97,97,6
O=C(Nn1c(C2CCCCC2)nc2ccccc2c1=O)c1ccc([N+](=O)[O-])cc1Cl,99,-1,11,97,97,2,94,0.4,94,101,1
O=C(NN1C(=O)C2C3C=CC(C4CC34)C2C1=O)c1cccc(Cl)c1 (stereo not given),93,13,2,99,97,14,96,0.1,95,93,3
Cc1csc(SCC(=O)NCCc2ccc(Cl)cc2)n1,98,-5,5,101,100,13,103,0.6,100,97,8
COCCn1nnnc1C(c1ccc(OC)cc1)N1CCC(C)CC1 (stereo not given),101,-20,16,102,98,24,103,0.3,102,104,10
O=C(Nc1ncc(Cc2ccccc2Cl)s1)c1ccc([N+](=O)[O-])cc1,99,-2,17,99,98,7,97,0.6,100,96,12
O=C1NCC2=C1C(c1ccccc1)Nc1ccccc1N2 (stereo not given),101,.,1,102,98,14,108,0.4,101,102,1
CN(CC(=O)NCCc1ccccn1)S(=O)(=O)c1ccc(Cl)cc1,93,-38,0,95,95,11,101,0.3,97,94,1
Cc1cc(C)c2c(N)c(C(=O)NC3CCCC3)sc2n1,95,0,-13,91,96,3,91,0.4,94,93,0
COC(=O)c1ccc2c(=O)n(Cc3ccc(C(=O)NCCCN4CCC(C)CC4)cc3)c(=S)[nH]c2c1,99,21,39,98,96,11,101,-0.5,100,101,-2
COc1ccc2c(c1)CCc1c(C(=O)Nc3c(C)nn(Cc4ccccc4)c3C)noc1-2,100,-6,4,103,101,37,104,1.1,103,105,5
CC(C)CC(=O)NC(Nc1ccc([N+](=O)[O-])cc1)C(Cl)(Cl)Cl (stereo not given),104,-21,7,104,106,3,109,2.3,104,105,33
O=S(=O)(Nc1ccc(-c2cn3ccsc3n2)cc1)c1ccc2c(c1)OCCO2,96,.,-1,96,96,23,96,0.2,97,94,0
COCC(C)NCC(=O)NC(C)CCc1ccccc1 (stereo not given),103,2,12,103,100,6,107,0.1,101,104,-2
O=C(C1=C[C@H](c2coc3ccccc3c2=O)C[C@H](OCc2ccc(CO)cc2)O1)N1CCN(Cc2ccc3c(c2)OCO3)CC1,102,-8,-4,96,96,7,96,2.3,97,94,6
O=C(NCc1cccc(Cl)c1)c1cccnc1,104,.,4,104,101,15,105,0.7,105,101,5
CCCS(=O)(=O)N1CCN(Cc2c[nH]c3ccccc23)CC1,98,.,5,98,96,10,98,2.0,98,99,8
CC(=O)Nc1ncnc2c1c(-c1ccc(Cl)cc1)nn2C(C)(C)C,97,-19,20,98,96,9,98,0.3,96,99,2
COc1ccc(CCN2C(=O)c3[nH]nc(-c4ccccc4O)c3C2c2ccccc2)cc1OC (stereo not given),96,.,25,101,100,10,103,3.1,102,102,10
COc1ccc(NCC(=O)N/N=C2\CCCC(C)C2)cc1 (stereo not given),102,-7,26,101,99,5,108,20,103,102,.
CCC(=O)Nc1cccc(NC(=O)CN2CCN(c3ccccc3OC)CC2)c1,100,.,19,104,101,7,107,-0.5,104,104,1
NC(=O)NC(CC(=O)OCC(=O)NC(=O)NCc1ccco1)c1ccc(Cl)cc1 (stereo not given),104,-5,22,102,98,22,106,1.1,102,108,4
CC12CCC(C(=O)N(c3ccccc3Cl)C1=O)C2(C)C (stereo not given),103,18,6,102,101,11,107,0.6,100,105,5
Cc1ccc(SC(c2ccc(C)cc2)C(Cn2cncn2)C(=O)c2ccccc2)cc1 (stereo not given),100,.,-17,98,97,8,108,2.2,97,99,6
Cc1cccc(C2NS(=O)(=O)N=C2N)c1 (stereo not given),104,4,-2,100,101,4,102,0.1,102,101,0
Cc1cccc(NC(=O)Cn2c(/C=C/c3ccccc3)nc3ccccc32)c1,95,.,2,93,94,11,97,-0.6,93,98,-4
COC(=O)CSc1cc(C(F)(F)F)nc(-c2ccccn2)n1,99,.,1,98,99,27,103,0.4,98,99,4
O=C(NNc1nc2cc3c(cc2s1)OCCO3)c1ccc(F)cc1,108,-34,9,105,98,22,97,-0.9,100,97,-3
O=S(Cc1ccc(Br)cc1)Cc1nnc(SCc2ccc(Cl)cc2)n1-c1ccccc1 (stereo not given),100,13,-8,101,99,12,102,0.2,100,101,-1
Cc1c(/C=N\NC(=O)C2COc3ccc(C(C)(C)C)cc3O2)c2ccccc2n1C (stereo not given),101,-21,0,98,98,11,102,0.6,99,94,3
COc1ccc2cc(CN(C(=O)Nc3ccccc3)C3CCCC3)c(=O)[nH]c2c1,100,.,-3,102,101,6,105,0.3,102,103,0
S=C(Nc1ccccn1)c1ccccn1,94,.,-19&-59,98,96,7&7,98,0.5,97,98,3
OC(c1ccccc1)(c1ccc(F)cc1)C(c1ccccc1)N1CCOCC1 (stereo not given),101,.,0,103,102,12,101,0.6,101,102,2
O=C1N(Cc2ccc(F)cc2Cl)c2ccccc2C12OCCCO2,104,.,-5,104,101,15,108,0.6,104,107,-1
CCOC(=O)c1cc(CC)sc1NC(=O)c1ccc2c(c1)OCCO2,97,9,-12,101,100,36,100,0.5,99,101,4
CCCCCC1CC(CC(=O)Nc2ccc([N+](=O)[O-])cc2)C(=O)O1 (stereo not given),90,18,14,92,95,3,97,1.1,97,98,20
Cc1cc(C(=O)CN2C(=O)NC(C)(c3cccc(Br)c3)C2=O)c(C)n1Cc1ccco1 (stereo not given),97,-25,-4,98,95,9,94,0.2,100,97,1
CCOc1[nH]c(/N=C/c2ccco2)c(C#N)c1C#N,95,.,41,95,96,2,100,-0.4,97,102,-2
CN(C)S(=O)(=O)c1ccc(NC(=O)COc2ncnc3c2cnn3-c2ccccc2)cc1,97,-15,-1,97,98,5,100,-0.5,97,98,-2
c1ccc(CNC2=NCCC2)nc1,?,.,0,?,?,11,?,0.1,?,?,0
CCN(Cc1ccccc1)S(=O)(=O)c1ccc(C(=O)N2CCN(c3nc4ccccc4s3)CC2)cc1,97,8,-3,100,98,4,103,1.5,99,102,10
COC(=O)c1c(NC(=O)CSc2nnnn2-c2ccccc2)sc2c1CCC(C(C)(C)C)C2 (stereo not given),101,.,4,100,95,6,95,0.1,99,97,0
O=[N+]([O-])c1cc(Cl)ccc1N1CCN(c2cccc(C(F)(F)F)c2)CC1,95,.,4,99,99,13,102,0.5,99,100,2
Cn1nnc2cc(C(=O)N3CCN(c4ccccc4)CC3)ccc21,100,.,-1,101,99,14,104,0.5,101,102,2
CCOc1cc2[nH]c(=S)n(CC3CCCO3)c(=O)c2cc1OCC (stereo not given),100,2,4,98,100,6,101,0.3,99,100,6
Cc1c(NC(=O)C(C)OC(=O)c2cccc([N+](=O)[O-])c2)c(=O)n(-c2ccccc2)n1C (stereo not given),95,10,5,97,99,6,98,0.7,97,97,4
O=C(CCC(=O)Nc1ccc(F)cc1)N/N=C/c1ccccc1O,92,-5,7,90,91,11,92,0.8,90,93,11
CC(C(=O)NC1CCCC1)N1CCN(Cc2ccccc2)CC1 (stereo not given),102,5,3,102,96,23,103,0.4,102,102,1
Cn1c(Cn2c(=O)sc3ccccc32)nnc1SCC(=O)NC1CCCCC1,102,.,5,99,99,28,104,-0.1,98,104,0
Cc1ccc2oc(-c3ccccc3)c(C(=O)O)c(=O)c2c1,101,.,5,104,100,15,101,0.3,103,105,1
CC(Oc1ccc(Cl)cc1Cl)c1nc(-c2ccc(NC(=O)c3cccnc3)cc2)no1 (stereo not given),97,.,21,96,95,13,95,-3.8,95,96,-2
O=C(NCc1cccnc1)C(C(=O)c1ccc(F)cc1)n1ccccc1=O (stereo not given),98,12,-3,103,99,10,99,-0.2,102,102,0
Cc1ccc2cc(CNC(C)C)c(=O)[nH]c2c1,102,.,7,100,98,4,104,-0.9,100,97,-2
Cc1cc(OCC(=O)N(C(C)C)C(C)C)ccc1Cl,95,4,17,98,94,8,99,1.1,95,97,3
CNS(=O)(=O)c1cccc(C(=O)OCC(=O)c2cc(C)n(-c3ccc4c(c3)OCO4)c2C)c1,94,.,15,99,96,8,97,0.5,96,101,2
C=CCn1c(=O)[nH]c2cc(C(=O)N3CCN(c4cccc(Cl)c4)CC3)ccc2c1=O,104,-20,28,100,102,9,107,0.1,103,101,2
O=C(CCN1C(=O)c2ccc([N+](=O)[O-])cc2C1=O)Nc1nccs1,100,9,-3,98,98,11,100,0.0,101,103,0
Cc1ccc(S(=O)(=O)NNC(=O)Cc2cccn2C)cc1,93,13,8,97,97,10,100,0.2,96,98,0
Cc1ccc2[nH]c(=O)c(CN(CCO)Cc3nnnn3CCc3ccccc3)cc2c1,95,2,-12,96,95,23,98,0.3,95,95,1

# (further entries)
SMILES,Rab7 wt GTP bind,Pf gametocyte,Mcl1-Noxa inh,HRas wt GTP,Rac1 act GTP bind,Avidin fluor,Rac1 wt GTP bind,ABCB1 inh,Rab2 wt GTP,Cdc42 wt,ABCG2 inh
CN1CCCC(C(=O)C(C#N)c2ccccc2)C1 (stereo not given),100,.,4,103,101,17,102,0.1,105,105,1
Cc1ccc(NC(=O)CCCSc2ccccc2)cc1S(=O)(=O)N1CCOCC1,93,0,5,93,93,101*,92,-0.1,94,94,1
CC(C)Cc1nnc(NC(=O)Cc2ccccc2[N+](=O)[O-])s1,101,-6,10,100,101,13,102,1.3,99,104,10
O=C(Cn1ccc([N+](=O)[O-])n1)NCCc1c[nH]c2ccccc12,95,-2,2,97,95,8,99,1.1,98,97,5
CC(=O)Nc1ccc(S(=O)(=O)N2CCN(c3ccc(C)c(Cl)c3)CC2)cc1,99,.,-8,101,96,27,98,0.0,99,97,0
CCC(=O)Nc1ccc(C(=O)NNC(=O)c2cc(OC)c(OC)c(OC)c2)cc1,101,0,9,97,94,11,99,0.2,100,98,1

# Only ABCG2 inh (two entries from above):
mol	ABCG2 inh
Cc1ccc(NC(=O)CCCSc2ccccc2)cc1S(=O)(=O)N1CCOCC1	1
CC(C)Cc1nnc(NC(=O)Cc2ccccc2[N+](=O)[O-])s1	10

# From PubChem BioAssay
